High-throughput results as filed in PubChem BioAssay.
PPC-1+TRAIL kill: compounds killing PPC-1 cancer cells with TRAIL present, primary screen, TRAIL potentiator project, ATPLite luminescence, uHTS; PPC-1 cells + TRAIL, ATPLite viability luminescence; cell killing (% activity), % at 4 µM; 220,000 tested, 0.41% active;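 active means cell killing above 50% in the first pass at 4 µM, then a duplicate retest at 5 µM averaging 50% or more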;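 further: plate controls were cells with TRAIL plus DMSO for no effect and medium-only wells lacking cells for full effect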
zVAD death inh: inhibitors of zVAD-triggered necroptosis, primary screen, L929 cells; 220,000 tested, 0.38% active; viability rescue, % at 10 µM; L929 zVAD necroptosis rescue, ATP luminescence, 24 h; with zVAD 60 µM;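 active means activation, scaled between plate controls, above about 75%, limit read from the data; inactive means activation under that limit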;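 further: 0% = zVAD with DMSO and 100% = DMSO alone without zVAD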
FXIIa inh: human FXIIa protease inhibitors, primary screen, biochemical, 1536-well; inhibition, % at 5 µM; Coagulation factor XII (Homo sapiens), P00748; purified FXIIa, Boc-QGR-AMC fluorogenic substrate, 2 h; 220,000 tested, 0.3% active; in the data active means inhibition above about 40%;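 further: 0% = enzyme with no compound and 100% = blank without enzyme; many of its hits are not listed in these tables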
CHOP inh: inhibitors of CHOP promoter induction, primary screen, cell-based, unfolded protein response, luciferase reporter; CHO-K1 CHOP-promoter luciferase, tunicamycin-induced, 15-18 h; AID 2732, 2010; inhibition, % at 10 µM; 220,000 tested, 3.8% active;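 active means compounds that reduced the stress-induced luciferase reporter signal by more than about 70% of percent inhibition, limit read from the data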;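 further: 0% = tunicamycin plus vehicle and 100% = wells without tunicamycin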
FXIa inh 1536: human FXIa protease inhibitors, primary screen, biochemical, 1536-well. Coagulation factor XI (Homo sapiens), P03951. purified FXIa, Boc-Glu-Ala-Arg-AMC fluorogenic substrate. inhibition, % at 5 µM. 220,000 tested, 0.14% active;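 active means inhibition of at least 40%; inactive means inhibition below 40%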;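 further: fluorescence of freed AMC excited at 355 nm; 0% = enzyme without compound and 100% = no enzyme blank; many of its hits are not listed in these tables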
Target sequence (P03951 19-387 limits assumed): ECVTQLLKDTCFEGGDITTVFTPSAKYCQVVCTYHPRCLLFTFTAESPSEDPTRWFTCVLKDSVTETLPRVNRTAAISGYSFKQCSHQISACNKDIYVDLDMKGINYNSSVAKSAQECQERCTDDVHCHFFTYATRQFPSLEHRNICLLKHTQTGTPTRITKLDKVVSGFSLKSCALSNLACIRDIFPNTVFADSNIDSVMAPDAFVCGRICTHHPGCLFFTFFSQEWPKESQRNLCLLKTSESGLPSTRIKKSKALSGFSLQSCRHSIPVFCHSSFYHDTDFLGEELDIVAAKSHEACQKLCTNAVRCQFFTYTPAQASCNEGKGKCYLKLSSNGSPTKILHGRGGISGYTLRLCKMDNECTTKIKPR
Target sequence (P03951 388-625 limits assumed): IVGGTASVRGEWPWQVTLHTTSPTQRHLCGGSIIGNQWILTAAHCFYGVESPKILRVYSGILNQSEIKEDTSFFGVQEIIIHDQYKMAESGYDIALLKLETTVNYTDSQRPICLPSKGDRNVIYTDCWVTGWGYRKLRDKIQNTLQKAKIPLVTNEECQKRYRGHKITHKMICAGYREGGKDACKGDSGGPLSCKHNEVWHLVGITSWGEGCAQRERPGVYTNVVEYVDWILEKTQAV
Wee1 degr inh: Wee1 degradation inhibitors, primary screen, cell-based, HeLa, Wee1K328M-luciferase, luminescence | reporter increase, % at 5 µM | 220,000 tested, 1.2% active | Wee1-like protein kinase (Homo sapiens), P30291 | HeLa Luc-Wee1K328M stability; 100% = proteasome inhibitor MG132 effect;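 active means activation above the mean of all tested compounds plus 3 SD, set per screening run, cut at about 8.8% in these data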;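 further: cells exposed to compound for 20 h before luminescence read; 0% = DMSO alone and 100% = MG132 at 30 µM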
EP2 antag: human EP2 receptor antagonists, primary screen, TR-FRET cAMP, C6 glioma cells | C6 glioma cells expressing human EP2; cells stimulated with saturating PGE2 | Prostaglandin E2 receptor EP2 subtype (Homo sapiens), P43116 | 260,000 tested, 0.52% active | AID 1422, 2008 | inhibition, % at 25 µM;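 active means percent inhibition above 40 after rounding to a whole number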;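 further: rat C6 glioma host cells with rolipram phosphodiesterase inhibitor present; the protocol text gives 20 µM as final concentration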
Target sequence (P43116 whole entry, looked up): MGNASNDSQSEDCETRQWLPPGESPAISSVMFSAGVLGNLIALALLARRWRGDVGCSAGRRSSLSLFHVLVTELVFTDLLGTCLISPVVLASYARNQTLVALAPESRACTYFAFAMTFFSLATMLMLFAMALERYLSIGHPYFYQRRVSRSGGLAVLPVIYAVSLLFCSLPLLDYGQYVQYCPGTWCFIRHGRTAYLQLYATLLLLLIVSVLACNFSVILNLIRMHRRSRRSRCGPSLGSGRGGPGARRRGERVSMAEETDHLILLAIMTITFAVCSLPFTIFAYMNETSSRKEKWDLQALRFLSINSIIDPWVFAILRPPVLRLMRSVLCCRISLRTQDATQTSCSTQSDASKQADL
Tb hexokinase: Trypanosoma brucei hexokinase 1 inhibitors, primary screen, biochemical, G6PDH-coupled NADH absorbance, MLSCN library; AID 1430, 2008; hexokinase 1 [Trypanosoma brucei]; inhibition, % at 10 µM; 220,000 tested, 0.11% active; recombinant TbHK1, G6PDH-coupled NADH A340;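 active means inhibition of 50% or more in the single-dose primary screen; inactive means inhibition below 50%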
TNF necrop inh: inhibitors of TNF-alpha triggered necroptosis, primary screen, cell-based, Jurkat FADD-/-, single concentration; Jurkat FADD-/- TNF necroptosis rescue, ATP luminescence, 24 h; 0 = TNF only, 100 = no-TNF cells; activation (protection from cell death), % at 10 µM; 220,000 tested, 0.068% active; AID 463075, 2010;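 active means activation, meaning protection from cell death, of at least 50% relative to plate controls; inactive means activation below 50%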;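 further: necroptosis triggered by 40 ng/mL TNF-alpha added together with compound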
* marks the source's active call; other numbers are inactive results; . = not tested or not shown; & = joins results of further samples. Not all compounds are listed; the hit share may differ from the screen's.

SMILES	PPC-1+TRAIL kill	zVAD death inh	FXIIa inh	CHOP inh	FXIa inh 1536	Wee1 degr inh	EP2 antag	Tb hexokinase	TNF necrop inh
COc1ccc(F)cc1CN1CCN(c2ncnc3scc(-c4ccccc4)c23)CC1	13	0.2	6	37	-7	1	13	-3	-0.9
Cc1cc(C)n2nc(SCC(=O)N(Cc3ccccc3)C3CCS(=O)(=O)C3)nc2n1 (stereo unspecified)	17	2.2	4	4	-2	-3	1	-1	0.2
Cn1c(SCC(=O)N2CCc3ccccc32)nnc1C1CC1	8	0.0	7	20	-3	-2	.	2	-4.8
O=C(Nc1nc(-c2ccc3c(c2)OCCO3)cs1)C1CCCC1	2	0.8	2	5	-3	3	2	-5	2.0
Cn1ccnc1SCC(=O)NC1CCCCC1	19	1.4	11	7	-10	-2	1	1	0.3
O=C(Cc1ccc2c(c1)CCCC2)Nc1ccccc1Br	15	0.3	16	54	0	-3	8	1	-2.1
CCOc1ccc(-c2ccc(SCC(=O)N3CCN(c4ccccc4)CC3)nn2)cc1	-3	-0.4	6	20	-3	3	14	-2	2.6
COc1cc(NS(=O)(=O)c2ccc(NC(=O)/C=C/c3ccc([N+](=O)[O-])cc3)cc2)ncn1	-3	2.2	7	-14	-1	-1	14	-11	-0.1
COc1cc(/C=N/Nc2nc3ccccc3s2)cc([N+](=O)[O-])c1O	5	76*	8	-4	-2	4	5	-92	25
CCCc1c(C(=O)Nc2ccc(OC)cc2)cnn1-c1ccccc1	-13	0.1	7	19	4	3	5	-10	3.6
COc1ccc(Br)c(C(=O)Nc2cccc(Cl)c2Cl)c1	21	0.5	8	-22	6	2	11	10	0.9
COc1cc(C)nc(NC(=O)COc2ccc(Cl)cc2C)n1	26	0.0	24	-9	13	0	7	-3	-0.9
C=CCn1c(SCC(=O)N2CCOCC2)nc(O)cc1=O	-11	-0.2	6	7	-3	5	14	-2	-1.0
Cc1ccc(/C(N)=N/OC(=O)c2ccc3c(c2)OCO3)cc1	25	1.2	4	17	3	4	8	40	1.9
Cc1ccc(CNC(=O)C(Cc2ccccc2)n2cccc2)cc1 (stereo unspecified)	-1	0.8	2	2	-4	-1	8	-7	2.3

Some of the entries so far, in CSV form.
SMILES,PPC-1+TRAIL kill,zVAD death inh,FXIIa inh,CHOP inh,FXIa inh 1536,Wee1 degr inh,EP2 antag,Tb hexokinase,TNF necrop inh
O=C(Nc1nc(-c2ccc3c(c2)OCCO3)cs1)C1CCCC1,2,0.8,2,5,-3,3,2,-5,2.0
Cc1cc(C)n2nc(SCC(=O)N(Cc3ccccc3)C3CCS(=O)(=O)C3)nc2n1 (stereo unspecified),17,2.2,4,4,-2,-3,1,-1,0.2
COc1ccc(F)cc1CN1CCN(c2ncnc3scc(-c4ccccc4)c23)CC1,13,0.2,6,37,-7,1,13,-3,-0.9

Continuation.
SMILES	PPC-1+TRAIL kill	zVAD death inh	FXIIa inh	CHOP inh	FXIa inh 1536	Wee1 degr inh	EP2 antag	Tb hexokinase	TNF necrop inh
Cc1ccc(CN2CCc3c(OCC(=O)Nc4cccc(C)c4C)cccc3C2=O)cc1	0	1.1	5	27	6	0	5	32	2.7
CCN(C(=O)CSc1nnc(-c2ccc(F)cc2)c2ccccc12)C1CCS(=O)(=O)C1 (stereo unspecified)	13	0.6	12	7	2	-3	2	-5	-0.9
CCSC1=NCCN1C(=O)c1ccc(S(=O)(=O)N(C)C)cc1	-6	0.7	3	0	-5	3	7	-1	0.1
Cc1ccc2[nH]c3c(=O)n4c(nc3c2c1)SCC4	-1	5.6	5	-2	0	0	5	-2	-1.8
CN1CCN(CC(C)(C)NS(=O)(=O)c2ccc(Cl)cc2)CC1	17	-0.2	24	-17	20	2	9	0	-1.7
COc1ccc(Nc2nc3c(C)cccn3c(=O)c2C=NCc2ccccc2)cc1	8	71	6	16	-1	-3	3	-4	-2.7
O=C(O)C1Cc2ccccc2CN1C(=O)COc1ccc(Cl)cc1 (stereo unspecified)	15	5.9	4	27	-2	-3	4	1	-0.1
COc1ccccc1C(O)(C(=O)NNc1ccccc1C)c1ccccc1OC	0	0.2	0	8	-8	-2	9	2	1.4
COC(=O)C(C(=O)NCC1CCCO1)C1CCCC1 (stereo unspecified)	15	-0.3	-9	-20	-2	0	12	-3	0.7
COc1cccc(-c2cc(C(=O)N3CCN(C(c4ccccc4)c4ccccc4)CC3)no2)c1	4	10	16	15	5	-2	4	0	-1.3
CC(C)n1cc(-c2nc(C(=O)NN)cs2)c(=O)n(Cc2ccccc2)c1=O	6	-0.1	4	8	-9	1	8	-27	-1.9
Cc1cccc2cc(C#N)c(NCCCNS(=O)(=O)c3ccc(Cl)cc3)nc12	2	-0.9	8	104*	-3	0	20&4	14	-3.5
CCn1c(SCC(=O)NC(C)(C)C)nnc1-c1ccoc1C	20	0.1	-2	-3	-14	1	11&5	2	-0.4
O=C(CN1CCN(Cc2ccc(F)cc2)C1=O)NC1CCCC1	-5	1.8	4	19	1	-2	10	1	1.3
O=C(O)CC1S/C(=N\N=C/c2ccccc2)N(c2ccc(O)cc2)C1=O (stereo unspecified)	7	0.1	12	10	5	7	6	-8	-2.0
CCOC(=O)C1CSC2(CCC(c3ccccc3)CC2)N1 (stereo unspecified)	22	1.8	7	60	-6	7	9	-4	0.5
CCN(CC)S(=O)(=O)N1CCN(S(=O)(=O)N2CCOCC2)CC1	16	0.2	4	-2	1	-3	10&7	-1	1.4
CCO[C@@H]1OC(C(N)=O)=C[C@H](c2cn(C(C)=O)c3ccccc23)[C@H]1CCCO	20	-1.0	9	-6	1	-2	6	1	-0.8
Cc1cccc2cc(/C=C/C(=O)c3ccco3)c(Cl)nc12	-1	1.3	8	-21	3	0	7	-26	-9.7
Cc1c(NS(=O)(=O)c2cccs2)cccc1-c1nc2cccnc2s1	21	0.2	8	-8	1	0	13	1	-1.3
CC(C)C1CC(C(F)(F)F)n2nc(C(=O)O)cc2N1 (stereo unspecified)	9	0.1	10	-7	-1	2	7&5	-2	0.0
CCOC(=O)C1(CCCc2ccccc2)CCN(C(=O)C2=C(C)OCCO2)CC1	7	-0.2	10	15	0	-2	4	-10	0.6
O=C(c1cc2ccccc2o1)N1CCN=C1SCc1cccc(F)c1	-15	3.8	13	35	7	-1	.	-12	-0.2
Cc1ccc2c(c1)NC(=O)C(CC(=O)N(C)Cc1ccccc1)O2 (stereo unspecified)	10	-0.2	-8	-2	-16	-2	5	-2	-1.4
COc1ccc(C(NC(=O)C(C)C)c2c(O)ccc3ccccc23)cc1OC (stereo unspecified)	3	-0.9	4	15	-4	4	6	11	1.8
COc1cc(OC)c(NC(=O)CCNC(=O)Cn2ccc3ccccc3c2=O)cc1Cl	13	-0.1	14	-15	-1	-1	14	-1	-3.2
Cc1nn2c(N3CCN(C(=O)c4ccco4)CC3)cc(C(C)(C)C)nc2c1-c1ccc(Cl)cc1	19	14	-18	26	4	-1	8	-16	-8.5
O=C(CCc1nnc(CCCc2ccccc2)o1)NCCN1CCOC1=O	.	2.8	6	-14	-1	4	11	4	0.2
COc1ccc(-c2csc(NC(=O)CN3C(=O)CCC3=O)n2)cc1	6	1.2	6	-6	2	-1	9	-1	0.5
N#Cc1c(-c2cccnc2)c2c([nH]c1=S)CCCC2	1	1.1	-7	2	-7	-2	9	3	0.9
CC(C(=O)N1CCc2ccccc2C1)N1C(=O)c2ccccc2C1=O (stereo unspecified)	3	0.3	8	18	4	5	5	-7	2.2
COc1cnn(-c2cc(Oc3ccc(C)cc3)ncn2)c(=O)c1Cl	1	0.7	-4	14	3	2	0	-1	-1.5
COc1cccc(CN2CCN(C3CCOCC3)CC2CCO)c1 (stereo unspecified)	5	-0.1	9	6	2	0	7	9	1.9
CC(C)(C)c1ccc(C(=O)NCC(=O)N/N=C/c2ccccc2OCC(=O)O)cc1	6	5.6	3	-16	-5	-4	2	-11	0.3
O=C(O)CN1CCN(Cc2ccc(Cl)cc2)C1=O	27	.	8	23	5	0	6	4	-0.5
COC(=O)C1=C(C)N(CCc2ccccc2)C(=O)C1(NS(=O)(=O)c1ccc(NC(C)=O)cc1)C(F)(F)F (stereo unspecified)	32	-0.5	4	-1	-15	0	14	-8	-0.7
CC(=O)N1CCc2cc(S(=O)(=O)NC(CC(C)C)C(=O)Nc3ccc4c(c3)OCCO4)ccc21 (stereo unspecified)	45	0.4	18	-11	10	1	13	2	-1.8
C/C(=N\OC(=O)c1ccc(Cl)cc1)c1sc(-c2ccccc2)nc1C	-3	1.8	1	-48	-16	-1	12	-19	-1.3
O=C1CCCC2=C1C(c1ccc(OS(=O)(=O)c3ccc(Cl)cc3)cc1)C1=C(CCCC1=O)O2	28	-0.2	9	15	-5	-1	3	-3	-3.8
c1ccc(-c2nccnc2-c2ccccc2)cc1	4	0.9	6	17	-2	-4	6	-14	0.2
N#C/C(=C\c1ccncc1)c1nc2ccccc2[nH]1	-1	-1.1	1	-26	-1	3	3	-29	-8.1
Cc1cc(C)n2ncc(C(=O)Nc3cccc(O)c3)c2n1	30	7.3	7	10	2	-4	8&6	-6	-4.1
N/C(=N\OC(=O)c1cccs1)c1ccccc1	16	0.4	8	25	8	3	7	23	1.4
CC(=O)N(c1ccc(C)cc1)S(=O)(=O)c1ccc(Cl)cc1	5	0.9	.	0	1	1	10	-10	11
CC(=O)c1cccc(CN2CCCC(CCC(=O)NCc3ccccc3F)C2)c1 (stereo unspecified)	-23	-0.6	2	12	-8	-2	5	-8	1.8
COCc1[nH]nc2c1C(c1ccccc1Cl)C(C#N)=C(N)O2 (stereo unspecified)	30	0.7	14	17	16	1	5&10	2	-2.2
O=C(Nc1cccc(F)c1)c1sc(Cl)nc1-c1ccccc1	34	0.7	12	43	5	-5	5	11	0.6
COc1ccc(CNC(=O)C(NS(=O)(=O)c2ccc3c(c2)CCCN3C(C)=O)C(C)C)cc1 (stereo unspecified)	-31	-0.6	-5	39	2	1	1	-3	-1.3
Cc1ccc(CNC(=O)C2CCCN(C(=O)N(C)C)C2)cc1 (stereo unspecified)	-5	0.3	5	-2	-6	-2	7	-5	2.7
Cc1ccc(NC(=O)c2ccc(F)c(S(=O)(=O)N3CCOCC3)c2)cc1F	7	2.5	15	55	15	1	4	3	-5.1
O=C(NCCCn1ccnc1)c1ccc(S(=O)(=O)N2CCOCC2)cc1	10	1.0	.	13	1	1	15	-4	0.1
CCC(C)(C)NC(=O)C(c1ccccn1)N(C(=O)c1csnn1)C1CCCCC1 (stereo unspecified)	-5	-0.8	8	14	-3	-1	12&3	1	-0.4
CC(=O)Nc1c(O)[nH]c2ccccc12	0	0.0	7	10	1	-1	4	-1	-1.6
Cc1occc1-c1nnc(SCC(=O)c2c[nH]c3ccccc23)n1C	17	0.7	10	8	-3	-1	13	-1	1.1
N#CCC(=O)Nc1ccc(C(=O)NCc2cccc(Cl)c2)cc1	16	-0.1	12	-18	4	0	6	-8	1.8
Clc1ccc(-c2nc(NCCCN3CCOCC3)c3ccccc3n2)cc1	10	1.9	6	-12	8	0	6	-21	-9.4
N/C(=N\OS(=O)(=O)c1ccc(Cl)cc1)c1cccnc1	25	-0.2	15	-9	11	-2	12	-6	-1.1
